NPYLR7 agonist – mosquito NPYLR7 agonism; HEK293T NPYLR7/Galpha15, GCaMP6s calcium fluorescence; activation, % at 10 µM; hit rate 0.15% among 270,000; AID 1259423; in the data active = activation above about 40%;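 also: 0% = vehicle and 100% = reference agonist at the receptor; some compounds past the cut are filed as inactive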
hcGAS inh – human cGAS inhibition | Q8N884 | recombinant h-cGAS, ATP depletion, Kinase-Glo luminescence | inhibition, % at 12.5 µM | hit rate 0.081% among 290,000 | AID 1259398;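 also: 0% = vehicle reaction and 100% = reaction without DNA for no activity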
Target sequence (Q8N884 whole entry, looked up): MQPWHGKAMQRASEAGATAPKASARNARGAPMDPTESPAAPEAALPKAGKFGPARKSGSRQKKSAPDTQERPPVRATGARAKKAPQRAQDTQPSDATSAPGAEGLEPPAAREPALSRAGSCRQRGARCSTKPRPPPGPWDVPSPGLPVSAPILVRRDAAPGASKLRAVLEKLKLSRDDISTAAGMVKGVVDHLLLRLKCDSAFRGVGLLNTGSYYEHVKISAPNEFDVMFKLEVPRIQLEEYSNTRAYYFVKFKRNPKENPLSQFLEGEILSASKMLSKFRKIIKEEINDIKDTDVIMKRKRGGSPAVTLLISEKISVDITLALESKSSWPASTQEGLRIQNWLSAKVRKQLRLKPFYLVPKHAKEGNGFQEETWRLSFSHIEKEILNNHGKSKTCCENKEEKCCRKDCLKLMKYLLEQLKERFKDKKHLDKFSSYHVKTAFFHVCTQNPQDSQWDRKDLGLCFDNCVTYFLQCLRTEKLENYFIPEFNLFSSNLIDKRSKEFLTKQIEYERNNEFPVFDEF
mcGAS lum – mouse cGAS inhibition by luminescence | Q8C6L5 | recombinant cGAS, Kinase-Glo ATP depletion luminescence | inhibition, % at 12.5 µM | hit rate 0.15% among 160,000 | AID 1259399;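 also: 0% = negative control wells and 100% = reference inhibitor with no enzyme activity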
An asterisk follows results filed as active; & = joins results of further samples. Rule as the data show it, unless noted: active = inhibition above about 40%; inactive = the rest.

For O=C(c1ccc(Cl)c(Cl)c1)N(CCN1CCOCC1)CC(=O)N(Cc1cccn1Cc1ccccc1)C1CC1 the results were NPYLR7 agonist 9, hcGAS inh -3 and mcGAS lum -5.
`Cc1cn2c3c(=O)n(CCc4ccccc4)c(=O)n(C)c3nc2n1CCO` gave hcGAS inh -3 and mcGAS lum -2.
For CN1CCN(C(=O)c2ccccc2Cn2cncn2)c2ccccc21 the results were NPYLR7 agonist 5 and hcGAS inh -16.
CCCc1nc(C)cc(N2CCC(C)CC2)n1 was read as hcGAS inh -9 and mcGAS lum -4.
Screening O=S1(=O)CC2NC(=S)N(CCc3cc4ccccc4[nH]3)C2C1 (stereo not given) returned NPYLR7 agonist 2 and hcGAS inh -2.
`Cc1sc2nc(C3CC3)nc(N3CCN(C(=O)c4cccc(Br)c4)CC3)c2c1C` gave NPYLR7 agonist 0, hcGAS inh -8 and mcGAS lum -5.
Screening O=C(NCCCOc1cccc([N+](=O)[O-])c1)Nc1ccc(Cl)c(C(F)(F)F)c1 returned NPYLR7 agonist 18, hcGAS inh -2 and mcGAS lum -5.
For O=C(NCCc1cccs1)c1ccccc1Br the results were NPYLR7 agonist 0 and hcGAS inh -4.
COc1cc(Cl)c(C)cc1NC(=O)Cc1cc(C)on1 was read as NPYLR7 agonist 7 and hcGAS inh -3.
`COCc1nn2c(nnc3c(=O)n(C4CCCC(C)C4C)ccc32)c1-c1ccc(F)cc1` (stereo not given) gave NPYLR7 agonist 2 and hcGAS inh -6.
Screening NC(=NOC(=O)N1c2ccccc2Sc2ccccc21)c1ccc([N+](=O)[O-])cc1 returned NPYLR7 agonist -11 and hcGAS inh -7.
`O=C(NCC1CC1)C1Cc2c(-c3ccc4c(c3)OCO4)ccnc2O1` (stereo not given) gave NPYLR7 agonist -3, hcGAS inh -6 and mcGAS lum -7.
`CCC1c2cccn2CCN1CC(=O)NCc1ccc(C(=O)OC)o1` (stereo not given) gave NPYLR7 agonist -5 and hcGAS inh 1.
For CCc1c(C)nc(-c2cccc(F)c2)nc1N1CCN(C(=O)C(C)(C)CCl)CC1 the results were NPYLR7 agonist 26, hcGAS inh -9 and mcGAS lum -5.
CCOC(=O)CCC(=O)N1CCC(c2nc(-c3ccncc3)no2)CC1 was read as NPYLR7 agonist -6, hcGAS inh -6 and mcGAS lum -7.
O=C(Oc1nsnc1N1CCCCC1)N1CCOCC1 was read as NPYLR7 agonist 8, hcGAS inh -4 and mcGAS lum -3.
`O=C(CNC(=O)CCc1ccccc1)N=Nc1c(O)[nH]c2ccccc12` gave NPYLR7 agonist -3, hcGAS inh -5 and mcGAS lum -8.
`CCc1oc2c(Cl)cc(-n3cnnc3)cc2c1C` gave NPYLR7 agonist 6 and hcGAS inh -5.
O=C(O)CNc1ccccc1C(=O)NCCc1cccc(F)c1 was read as NPYLR7 agonist 0, hcGAS inh -3 and mcGAS lum -21.
For O=C(NNC(=O)C1COc2ccccc2O1)c1cnccn1 (stereo not given) the results were NPYLR7 agonist -2 and hcGAS inh -5.

Nothing new here: two of the compounds above.
O=C(O)CNc1ccccc1C(=O)NCCc1cccc(F)c1 was read as NPYLR7 agonist 0, hcGAS inh -3 and mcGAS lum -21.
For O=C(NNC(=O)C1COc2ccccc2O1)c1cnccn1 (stereo not given) the results were NPYLR7 agonist -2 and hcGAS inh -5.

The listing picks up, repeating the six entries before the break.
CCOC(=O)CCC(=O)N1CCC(c2nc(-c3ccncc3)no2)CC1 was read as NPYLR7 agonist -6, hcGAS inh -6 and mcGAS lum -7.
O=C(Oc1nsnc1N1CCCCC1)N1CCOCC1 was read as NPYLR7 agonist 8, hcGAS inh -4 and mcGAS lum -3.
`O=C(CNC(=O)CCc1ccccc1)N=Nc1c(O)[nH]c2ccccc12` gave NPYLR7 agonist -3, hcGAS inh -5 and mcGAS lum -8.
`CCc1oc2c(Cl)cc(-n3cnnc3)cc2c1C` gave NPYLR7 agonist 6 and hcGAS inh -5.
O=C(O)CNc1ccccc1C(=O)NCCc1cccc(F)c1 was read as NPYLR7 agonist 0, hcGAS inh -3 and mcGAS lum -21.
For O=C(NNC(=O)C1COc2ccccc2O1)c1cnccn1 (stereo not given) the results were NPYLR7 agonist -2 and hcGAS inh -5.
For CS(=O)(=O)c1ccc2nc(NC(=O)c3cc(Cl)ccc3Cl)sc2c1 the results were NPYLR7 agonist 0 and hcGAS inh -2.
Screening COc1ccc(C2NC(=O)NC(C)=C2C(N)=O)c2ccccc12 (stereo not given) returned NPYLR7 agonist -2, hcGAS inh -1 and mcGAS lum -4.
O=C1NC(c2ccccc2)=C(c2ccc3ccccc3n2)C(c2ccccc2)N1 (stereo not given) was read as NPYLR7 agonist -7 and hcGAS inh 4.
For COc1ccc2c(c1)CCCN2C(=O)c1cc(Br)c[nH]1 the results were NPYLR7 agonist 4 and hcGAS inh -6.
Screening Cc1nnc(SCC(=O)Nc2cccc(-c3nc4ccccc4s3)c2)s1 returned NPYLR7 agonist -1, hcGAS inh -5 and mcGAS lum -5.
`Cc1ccc(-c2nc3ccccc3o2)cc1NC(=O)c1ccc(Br)cc1` gave NPYLR7 agonist -5, hcGAS inh 0 and mcGAS lum -6.
Screening CC(=O)OC(C(=O)Nc1ccc(OC2CCN(C(=O)OC(C)(C)C)C2)cc1)c1ccccc1 (stereo not given) returned NPYLR7 agonist 25, hcGAS inh -4 and mcGAS lum -5.
COc1cccc(-c2cnc(-c3ccc(CNC(=O)c4cccnc4Sc4ccccc4)cc3)[nH]2)c1 was read as NPYLR7 agonist 16 and hcGAS inh -6.
`Cc1cccc(C(=O)N2C(C(=O)NCc3ccco3)COC23CCN(C(=O)c2ccc(Cl)c(Cl)c2)CC3)c1` (stereo not given) gave NPYLR7 agonist 3, hcGAS inh -3 and mcGAS lum -8.
O=S(=O)(c1ccccc1OC(F)(F)F)N1CCN(C(c2ccccc2)c2ccc(Br)cc2)CC1 (stereo not given) was read as NPYLR7 agonist 31, hcGAS inh -10 and mcGAS lum -6.
For Cc1[nH]c(=O)n(C)c(=O)c1CCC(=O)Nc1ccc(S(N)(=O)=O)cc1 the results were NPYLR7 agonist -5, hcGAS inh -3 and mcGAS lum -7.
COc1ccc(C(=O)Nc2ccc(F)cc2C)cc1OC was read as NPYLR7 agonist 5 and hcGAS inh -5.
CN(C(=O)CSc1nnc(-c2ccccc2F)o1)C1(C#N)CCCCC1 was read as NPYLR7 agonist 3 and hcGAS inh -6.
Screening COC(=O)C1=CNC=C(C(=O)OC)C1c1cccs1 returned NPYLR7 agonist 4 and hcGAS inh 0.
`CC(C)C1=NOC(C(=O)N2CCC(N3CCC(C(=O)NC4CC4)CC3)CC2)C1` (stereo not given) gave NPYLR7 agonist 7 and hcGAS inh -10.
`COC(=O)c1nnn(-c2nonc2N)c1C(C)(C)C` gave NPYLR7 agonist 1 and hcGAS inh -6.
For Cc1ccc(NC(=O)CSc2nc3c(c(=O)n2Cc2ccccc2)SC(C)C3)cc1 (stereo not given) the results were NPYLR7 agonist 6 and hcGAS inh 2.
`Cc1cccn2c(NC(C)(C)C)c(-c3ccc4c(c3)OCO4)nc12` gave hcGAS inh -3 and mcGAS lum -1.
Screening CC(c1ccc(F)cc1)N(C)C(=O)C1CCN(S(=O)(=O)c2cc(C(N)=O)n(C)c2)CC1 (stereo not given) returned NPYLR7 agonist 4 and hcGAS inh -10.
For Cc1cccc(CSCc2nc3ccsc3c(=O)[nH]2)c1 the results were NPYLR7 agonist 1, hcGAS inh -8 and mcGAS lum -6.

Continued; it opens with the 3 that closed the last part.
`Cc1cccn2c(NC(C)(C)C)c(-c3ccc4c(c3)OCO4)nc12` gave hcGAS inh -3 and mcGAS lum -1.
Screening CC(c1ccc(F)cc1)N(C)C(=O)C1CCN(S(=O)(=O)c2cc(C(N)=O)n(C)c2)CC1 (stereo not given) returned NPYLR7 agonist 4 and hcGAS inh -10.
For Cc1cccc(CSCc2nc3ccsc3c(=O)[nH]2)c1 the results were NPYLR7 agonist 1, hcGAS inh -8 and mcGAS lum -6.
CC(C)NC(=O)C1(C)CCN1C(=O)c1cccc(F)c1 (stereo not given) was read as NPYLR7 agonist 0 and hcGAS inh -8.
For O=C(Nc1ncn[nH]1)NC1CCCCC1 the results were NPYLR7 agonist 6, hcGAS inh 1 and mcGAS lum -2.
Fc1ccc(Nc2nc3ccccc3n3cnnc23)c(F)c1 was read as NPYLR7 agonist 4, hcGAS inh -2 and mcGAS lum -3.
For COc1cc2c(cc1OC)C(=O)C(Sc1nc3ccccc3o1)C2 (stereo not given) the results were NPYLR7 agonist -1 and hcGAS inh 1.
Screening O=C(CCC1NC(=O)NC1=O)NCCC1=CCCCC1 (stereo not given) returned NPYLR7 agonist 1, hcGAS inh -5 and mcGAS lum -8.
Screening COCCNc1cc(C)nc2c(-c3ccccc3Cl)c(C(F)(F)F)nn12 returned NPYLR7 agonist 1, hcGAS inh -1 and mcGAS lum -5.
CCOC(=O)C(CCOCCOc1c(C)cc(C)cc1C)C(=O)OCC was read as NPYLR7 agonist -15 and hcGAS inh -2.
`CNS(=O)(=O)c1cc(C(=O)NC2CCCC2)cc(C)c1C` gave NPYLR7 agonist 8 and hcGAS inh -7.
Screening CC(C)C(=O)N(Cc1cc(N)ccc1N(C)C)C(C)c1ccccc1 (stereo not given) returned NPYLR7 agonist -2, hcGAS inh -2 and mcGAS lum -6.
CC(C)CCNC(=O)c1cn(C)c2c(=O)n(-c3ccccc3)c(=O)[nH]c12 was read as NPYLR7 agonist 4 and hcGAS inh -9.
Screening CCCc1cc(=O)n(CC(=O)Nc2ccc(F)cc2)c(-n2nc(C)cc2C)n1 returned NPYLR7 agonist 6, hcGAS inh -4 and mcGAS lum -6.
Screening CC(=O)Nc1ccc(CC(=O)Nc2c(C)cccc2C)cc1 returned NPYLR7 agonist 1 and hcGAS inh -7.
For CCOc1ccc(C(c2c(O)cc(C)n(CC)c2=O)N2CCN(CCO)CC2)cc1 (stereo not given) the results were NPYLR7 agonist 8 and hcGAS inh -10.
`COc1cc2c(cc1OC)C(C(C)NC(=S)Nc1cccc(C)c1)N(Cc1ccc(F)cc1)CC2` (stereo not given) gave hcGAS inh -9 and mcGAS lum -10.
Cc1ccc(OCc2cc(C(=O)N(C)CCC3CCCCO3)no2)cn1 (stereo not given) was read as NPYLR7 agonist 2 and hcGAS inh -7.
`C=CCN(CC(=O)N1CCc2sccc2C1c1ccc(F)cc1)S(=O)(=O)c1ccc(Cl)cc1` (stereo not given) gave NPYLR7 agonist -8, hcGAS inh 0 and mcGAS lum 1.
CCc1ccc(C(=O)N2CCC[C@@H]2C(=O)NC2CCCC[C@H]2NC(=O)c2ccc(F)cc2)cc1 (stereo not given in full) was read as NPYLR7 agonist 1, hcGAS inh -2 and mcGAS lum 1.
For COc1cccc(N2N=NC3C(=O)N(c4cc(C)cc(C)c4)C(=O)C32)c1 (stereo not given) the results were hcGAS inh -8 and mcGAS lum -8.
For O=C(Nc1ncccc1O)C(Cc1ccccc1)N1C(=O)C2C3C=CC(C3)C2C1=O (stereo not given) the results were NPYLR7 agonist 2, hcGAS inh -3 and mcGAS lum -8.
`Cc1cnn(CC(=O)N2CCOc3c(O)cc(-c4cccc(Cl)c4)cc3C2)c1` gave NPYLR7 agonist 5 and hcGAS inh 0.
`CCOC(=O)Cc1c(C)nc2ncnn2c1N1CCN(C(=O)NC2CCCCC2)CC1` gave NPYLR7 agonist -2, hcGAS inh -1 and mcGAS lum -2.
Screening CCCCc1cnc2c(c1SCC(=O)Nc1nnc(C)s1)c(=O)n(C)c(=O)n2C returned NPYLR7 agonist 1, hcGAS inh -6 and mcGAS lum -8.
For CC(C)[C@H]1CC[C@H](C)C[C@@H]1OCC(=O)N1CCSC1 the results were NPYLR7 agonist -5 and hcGAS inh -4.
`CC(=O)N1CCc2c(nc(N(C)C)nc2N(C)CCCn2cccn2)C1` gave NPYLR7 agonist 4, hcGAS inh -12 and mcGAS lum -16.
C#CCN(C)CCCOc1ccc(Cl)cc1Cl was read as NPYLR7 agonist -4&-5&2, hcGAS inh 1&-5&-6 and mcGAS lum -3.
`CCOC(=O)C1=C(C)NC(=O)NC1c1cccc(C(F)(F)F)c1` (stereo not given) gave NPYLR7 agonist 5, hcGAS inh -7 and mcGAS lum -5.
For CCOC(=O)N1CCC(N2CCN3C(=O)CNC(=O)C3C2)CC1 (stereo not given) the results were hcGAS inh -17 and mcGAS lum -8.
Screening CCc1c(C)cc(C(=O)NC(CC)c2ccnn2C)c(=O)n1C (stereo not given) returned NPYLR7 agonist 2, hcGAS inh -4 and mcGAS lum -5.
Screening CCCCNC(=O)c1cc(-c2ccccc2)n(-c2cc(OC)ccc2OC)c1C returned NPYLR7 agonist 6, hcGAS inh -5 and mcGAS lum -3.
`CC1=CC2C(CC1=O)C(C)=CCC2C(C)C` (stereo not given) gave NPYLR7 agonist 0 and hcGAS inh -4.
CCCCN(CC(=O)N(Cc1cccn1Cc1ccc(Br)cc1)C1CCCCC1)S(=O)(=O)c1ccc(C(C)(C)C)cc1 was read as NPYLR7 agonist -7, hcGAS inh -2 and mcGAS lum 1.
Screening CC(C)c1ccc(NC(=O)C(C2CCCC2)N2CCN(C(=O)c3cccc([N+](=O)[O-])c3)CC2)cc1 (stereo not given) returned NPYLR7 agonist -1, hcGAS inh -6 and mcGAS lum -5.
For COc1ccc(NC(=O)CN2CCCc3ccccc32)c(OC)c1 the results were NPYLR7 agonist -10 and hcGAS inh 0.
CN(C(=O)c1cccs1)c1ccccc1-c1n[nH]c(CCc2ccccc2)n1 was read as NPYLR7 agonist 3 and hcGAS inh -6.
